Dengue-2 NS5 capping: Dengue-2 NS5 methyltransferase inhibitors, primary screen, biochemical, confirmation dose response (AID 588689). 340,000 tested, 0.3% active. one-dose inhibition, % at 25 µM; IC50 in µM for titrated hits. Dengue-2 NS5 methyltransferase capping enzyme assay, biochemical; higher % means a stronger effect; in the data active means a potency from the dose series
T cell HTS: modulates CD8 T cell binding to vesicles; AID 2052; calls only at 7 µM; 330,000 tested, 0.068% active; 2C CD8+ T cell-vesicle binding, flow cytometry; hits give low values;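 active means response, share of CD8 T cells binding vesicles, and their 90th percentile fluorescence all below set limits, cut at about 80% in these data, passing the limit was not always enough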
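Assay system – 2C mouse CD8+ T cells · Also added – QL9-loaded Drosophila micro-vesicles · Timing – Cell–vesicle co-incubation 1.5 h at 37 °C, staining 20 min on ice · Signal – flow cytometry of vesicle-bound cells · Measure – percent CD8+ FL2 mean versus row control · Controls – Peptide-free naked vesicles (low) and QL9 vesicles with 0.7% DMSO vehicle (high)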
West Nile antiviral: West Nile virus antiviral activity, cell-based, CPE readout (AID 1621) | 290,000 tested, 0.02% active | West Nile virus-infected cells, CPE inhibition; higher % means a stronger effect | CPE inhibition, % at 10 µM, or IC50 in µM where a hit was titrated; in the data active means a potency from the dose series; further: strong numbers were not always called active
RSV antiviral HEp-2: inhibition of RSV-induced cytopathic effect – HEp-2 cells, primary 10 µM value included (AID 2391) | HEp-2 cells, RSV-induced CPE inhibition; higher % means a stronger effect | CPE inhibition, % at 10 µM, or IC50 in µM where a hit was titrated | 310,000 tested, 0.13% active; in the data active means a potency from the dose series; further: strong numbers were not always called active
MgcRacGAP inhibition: MgcRacGAP GTPase-activating activity inhibitors, confirmation, biochemical, ADP Hunter fluorescence. 340,000 tested, 0.6% active. AID 624330. one-dose inhibition, % at 30 µM; IC50 in µM for titrated hits. MgcRacGAP-stimulated Rac1 GTP hydrolysis, ADP Hunter fluorescence; higher % means a stronger effect; GST-tagged Rac1 F28L mutant substrate;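 active means first-screen hits whose inhibition reached a set limit at any dose in the follow-up dose series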;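 further: fluorescence reports GDP produced by GAP-driven GTP hydrolysis; strong numbers were not always called active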
NTR1 ag: NTR1-driven beta-arrestin-GFP spot formation – imaging, U2OS cells, high content, primary screen (AID 493036); P30989; agonist mode; 330,000 tested, 0.17% active; activation, % at 20 µM;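 active means activation at or above 40% of the spot to cytoplasm intensity ratio, with at least 20 cells analyzed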;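 further: 0% = DMSO without peptide and 100% = 100 nM NTR1 peptide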
Target sequence (P30989 whole entry, looked up): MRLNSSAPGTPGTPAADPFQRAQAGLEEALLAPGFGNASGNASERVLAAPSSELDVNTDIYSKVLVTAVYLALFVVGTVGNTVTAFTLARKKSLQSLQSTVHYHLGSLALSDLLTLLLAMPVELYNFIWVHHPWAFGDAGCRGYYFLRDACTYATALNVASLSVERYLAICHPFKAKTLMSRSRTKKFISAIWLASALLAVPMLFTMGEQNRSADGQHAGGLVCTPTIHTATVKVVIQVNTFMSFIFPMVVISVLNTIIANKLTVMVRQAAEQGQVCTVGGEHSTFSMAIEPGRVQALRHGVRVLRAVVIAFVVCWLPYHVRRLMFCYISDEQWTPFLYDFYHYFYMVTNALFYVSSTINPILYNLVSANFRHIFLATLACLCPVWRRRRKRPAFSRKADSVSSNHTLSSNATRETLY
UTI89 phage lysis: protection from phage-mediated lysis, alamar blue read-out – E. coli UTI89, K1F phage, bacterial capsule biogenesis inhibitors (AID 488966); E. coli UTI89 K1F phage lysis, alamar blue, 2 h; higher % means a stronger effect; inhibition, % at 100 µM; hits with a dose series show IC50 in µM; 340,000 tested, 0.02% active;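 active means phage lysis inhibition, versus mean bacterial control, above a set limit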;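 further: capsule biogenesis inhibitors block K1F phage lysis so surviving cells raise fluorescence; higher fluorescence means more inhibition of phage lysis; actives were called in the ten point dose series up to 300 µM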
PhoP inhibition: inhibitors of PhoP regulon expression, primary screen, Salmonella Typhimurium, GFP reporter (AID 1863); S. Typhimurium PhoP-regulated promoter GFP reporter, 4 h; higher % means a stronger effect; inhibition, % at 50 µM, or IC50 in µM where a hit was titrated; 300,000 tested, 0.16% active;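 active means inhibition over 29.93%, a cutoff 3 SD above the screen mean, later confirmed by dose response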;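 further: 0% = low Mg2+ inducing control and 100% = high Mg2+ repressing control; strong numbers were not always called active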
Large T inhibition: SV40 large T antigen inhibitors, biochemical (AID 1903). SV40 large T antigen ATPase/helicase inhibition assay; higher % means a stronger effect. one-dose inhibition, % at 20 µM; IC50 in µM for titrated hits. 310,000 tested, 0.39% active; in the data active means a potency from the dose series; further: strong numbers were not always called active
T cell HTS vesicle-bound %: also measured in T cell HTS; calls as there; double positive events, %; measured here: CD8+ vesicle-bound cell fraction;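 binding gate set so that unloaded-vesicle control wells show 10% double positive cells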
NTR1 ag cell count 20 µM: also measured in NTR1 ag; calls as there; cell count; measured here: cell count, cytotoxicity flag
Active calls of the source: *; i = inactive; . = no result given; [ ] = another dose, or the depositor's remark. An unsorted share of the library. About 1.5% of those tested had a hit in this group.

SMILES	Dengue-2 NS5 capping	T cell HTS	T cell HTS vesicle-bound %	West Nile antiviral	RSV antiviral HEp-2	MgcRacGAP inhibition	NTR1 ag	NTR1 ag cell count 20 µM	UTI89 phage lysis	PhoP inhibition	Large T inhibition
Cc1cccnc1N1C(=O)c2ccc(C(=O)O)cc2C1=O	-3.6%	i	18.3	-0.3%	0.2%	3.6%	-0.9	74	0.0%	8.1%	4.1%
COc1ccc2nc(SCC(=O)N3CC(=O)Nc4ccccc43)c(C#N)cc2c1	-12.8%	i	52.8	1.9%	3.3%	3.2%	-0.5	60	3.1%	-26.8%	11.2%
COCCn1c(SCC(=O)Nc2ccc(F)cc2)nc2c(oc3ccccc32)c1=O	-11.9%	i	34.6	2.9%	3.3%	9.7%	-0.3	85	-0.1%	-8.8%	-5.1%
Cc1ccc(S(=O)(=O)CCC(=O)OCn2nnc3ccccc3c2=O)cc1	-9.7%	i	33.2	-0.1%	0.6%	7.9%	1.0	50	1.3%	6.1%	-0.7%
Cc1c(Cl)cnc(NC(=O)COC(=O)c2nn(C)c(=O)c3ccccc23)c1Cl	2.7%	i	62.5	-0.5%	2.2%	6.3%	-0.1	56	0.5%	7.4%	28.4%
S=C1Nc2cc(Cl)ccc2Sc2ccccc21	2.6%	i	38.5	.	0.4%	4.7%	2.8	67	0.2%	-7.0%	17.2%
CC(CCc1ccccc1)NC(=O)C(=O)c1c[nH]c2ccccc12 (stereo not given)	1.6%	i	31.5	-0.4%	2.9%	9.9%	1.9	62	0.4%	-1.9%	7.6%
O=C(COC(=O)CNC(=O)c1ccc2c(c1)OCO2)Nc1ncc(Cl)cc1Cl	-8.0%	i	22.8	-0.4%	0.3%	0.6%	0.6	57	0.3%	-7.5%	-5.8%
O=C(CSc1ccc(-c2ccccc2)nn1)N1CCOCC1	-4.0%	i	60.8	0.4%	0.6%	7.7%	-2.2	75	4.5%	7.3%	12.8%
CCn1c(SCC(=O)N2c3ccccc3Sc3ccccc32)nc2c1c(=O)n(C)c(=O)n2C	-7.2%	i	8.7	0.0%	5.0%	-0.7%	5.4	57	0.0%	.	.
COc1ccc(CNC(=S)Nc2cccc(Cl)c2)cc1	.	i	40.5	.	1.6%	.	-1.4	47	.	.	7.1%
CCCN1C(=O)/C(=C/c2c(NCCCOCC)nc3c(C)cccn3c2=O)SC1=S	-50.7%	.	.	-0.4%	.	8.7%	.	.	-0.1%	-12.0%	2.9%
Cc1cccc(Nc2ncnc3nc[nH]c23)c1C	-1.4%	i	21.3	-0.2%	0.3%	5.8%	1.2	56	0.4%	-3.8%	5.0%
O=C(Cc1cccs1)Nc1cccc(-c2nc3cc4ccccc4cc3[nH]2)c1	0.7%	i	50.9	-1.5%	-1.5%	17.2%	.	.	4.6%	29.7%	6.4%
Cc1c(Br)c([N+](=O)[O-])nn1CC(=O)NCc1cccnc1	-6.3%	i	11.1	-0.2%	-0.2%	0.1%	0.3	38	-0.5%	22.6%	-1.4%
CC(C)(C)c1nc2ccccc2c(=O)n1N1C(=O)c2ccccc2C1=O	11.2%	i	35.0	0.8%	1.6%	0.9%	0.9	59	4.1%	3.3%	-2.6%
O=C(NCCO)c1cccc(S(=O)(=O)N2CCCCC2)c1	-3.4%	i	11.7	0.1%	0.6%	-0.2%	-1.5	58	-0.3%	9.2%	5.2%
O=C(NCc1ccco1)c1ccc(S(=O)(=O)N2CCCCC2)cc1	3.9%	i	13.4	-0.3%	1.8%	0.0%	-0.5	43	-0.6%	3.8%	9.2%
CC1(C)Oc2ccc(C(=O)N3CCOCC3)cc2N(CC(=O)N2CCOCC2)C1=O	-8.8%	i	53.1	0.5%	0.2%	4.5%	-2.2	81	4.2%	7.2%	10.5%
CC1(C(=O)NC2CCCCC2)CCC(=O)N1Cc1cccs1 (stereo not given)	-4.9%	i	48.7	-0.2%	1.0%	-4.6%	-0.4	97	-0.8%	2.0%	4.0%
O=C1NC(=O)/C(=C\c2ccc(Oc3cnccn3)cc2)S1	-9.1%	i	31.9	-0.5%	10.1%	15.5%	-0.8	67	0.6%	-20.3%	19.2%
COc1ccc(OC)c(NC(=O)CN2CCc3ccccc3C2)c1	-6.7%	i	47.9	0.0%	1.2%	3.8%	1.7	42	0.2%	5.4%	16.3%
O=C(Cn1nc2sc3ccccc3n2c(=O)c1=O)c1cccs1	.	i	30.8	0.2%	0.6%	.	-0.2	50	.	-8.4%	4.5%
CCOC(=O)C1=C(C)N(CCO)C(=O)NC1c1cccc(O)c1 (stereo not given)	6.1%	i	50.7	0.5%	1.1%	-0.4%	-0.4	54	0.0%	34.5%	-15.8%
Cc1cc(N2CCN(c3ccccc3)CC2)n2ncnc2n1	0.7%	i	26.7	-1.1%	18.1%	3.9%	0.5	54	0.2%	-6.5%	1.4%

Next part
SMILES	Dengue-2 NS5 capping	T cell HTS	T cell HTS vesicle-bound %	West Nile antiviral	RSV antiviral HEp-2	MgcRacGAP inhibition	NTR1 ag	NTR1 ag cell count 20 µM	UTI89 phage lysis	PhoP inhibition	Large T inhibition
COc1ccc(C(CNC(=O)c2cc(=O)[nH]c3ccccc23)N2CCCC2)cc1 (stereo not given)	-3.2%	i	27.8	-0.1%	0.5%	2.5%	-1.4	91	-0.7%	6.3%	2.0%
O=c1nc2n(c3cccc(Cl)c13)CCCCC2	-4.7%	i	31.6	-0.5%	3.2%	5.3%	-0.1	47	-0.3%	-2.3%	5.2%
CCCCNC(=O)Cc1coc2ccc3ccccc3c12	-6.5%	i	31.4	-0.3%	4.8%	2.9%	5.8	70	0.0%	10.7%	1.3%
CCn1c(NC(=O)/C=C/c2ccc(F)cc2)nc2ccccc21	-4.5%	i	49.5	-1.3%	5.9%	2.9%	1.4	42	0.4%	1.5%	2.6%
O=C(CN1CCN(Cc2ccccc2Cl)C1=O)NCC1CCCO1 (stereo not given)	3.5%	i	43.9	0.0%	2.8%	5.7%	-2.2	103	-0.4%	3.6%	-2.0%
Cc1c(CCC(=O)O)c(=O)oc2cc3occ(C(C)(C)C)c3cc12	-4.0%	i	48.6	-0.5%	7.3%	11.3%	1.1	58	0.1%	9.5%	11.1%
CC(=O)N1c2ccc(S(=O)(=O)NCCC(=O)NC3CCCCCC3)cc2CC1C (stereo not given)	-0.9%	i	9.2	-0.5%	2.6%	-7.3%	0.0	59	0.0%	3.4%	4.4%
Cc1cc(-c2ccc(S(=O)(=O)N(C)c3ccc(C)c(C)c3)s2)on1	-1.8%	i	27.5	1.0%	2.2%	11.6%	2.6	69	0.0%	-3.7%	-1.1%
O=[N+]([O-])c1cccc(-c2nc3ccc([N+](=O)[O-])cc3[nH]2)c1	-10.3%	i	9.5	-1.7%	20.6%	12.3%	2.8	21	0.3%	6.0%	5.0%
COc1cccc(OCCCOc2ccc([N+](=O)[O-])cc2Cl)c1	-4.1%	i	59.9	.	2.5%	8.3%	2.1	57	0.3%	3.3%	-1.3%
CCOc1ccc(NC(=O)N(C2CCCCC2)C(C)c2cccnc2)cc1 (stereo not given)	1.4%	i	22.1	0.2%	-0.7%	4.5%	0.1	65	-0.1%	11.1%	-0.1%
CCOc1cccc(-c2c(C(=O)N/N=C/c3ccc(C)s3)nnn2-c2nonc2N)c1	0.0%	i	59.1	-0.4%	16.7%	0.3%	2.8	52	0.1%	-7.8%	9.2%
COCCNC(=O)CSc1ccc(-c2nc3ccccc3[nH]2)cn1	-6.2%	i	52.8	-0.6%	0.8%	4.9%	-0.8	61	-1.8%	6.2%	8.0%
Cc1cccc(C(=O)NCC(=O)OCC(=O)NC2CCCCC2)c1	7.3%	i	39.0	.	.	6.1%	-1.5	49	0.1%	.	.
Cc1cc([N+](=O)[O-])nn1Cc1c(F)c(F)c(F)c(F)c1F	2.4%	i	31.6	-0.6%	-2.4%	7.5%	-0.8	62	6.2%	3.0%	2.0%
COC(=O)C1=CN(Cc2ccc(OC)c(OC)c2)C=C(C(=O)OC)C1c1cccc(O)c1	-3.1%	i	40.3	0.2%	0.5%	3.6%	0.3	54	-2.9%	-0.7%	7.3%
CCCN1C(=O)CC(c2ccco2)Sc2ccccc21 (stereo not given)	-1.6%	i	45.6	-0.2%	-0.3%	0.8%	2.6	77	i	5.5%	2.6%
COc1ccc(NC(=O)c2oc3ccccc3c2NC(=O)C(C)(C)C)cc1	-5.7%	i	50.3	0.8%	4.0%	5.4%	4.5	61	4.2%	-0.7%	4.7%
COc1ccc(C(=O)N/N=C/c2ccc(OC)c(COc3ccc(F)cc3F)c2)cc1	1.3%	i	54.3	0.7%	20.8%	6.1%	1.1	81	0.2%[50 µM]	-5.8%	8.5%
COc1ccnc(N=CNOCc2ccc(Cl)cc2)c1C#N	-5.4%	i	25.1	-0.1%	-0.4%	13.5%	2.7	64	0.3%	-6.0%	15.0%
CC(COC(=O)c1ccccc1)(COC(=O)c1ccccc1)/[N+]([O-])=C/c1ccccc1	-11.0%	i	44.4	0.4%	0.7%	-13.6%	-0.1	37	-5.6%	14.1%	5.2%
COc1ccc(Cl)cc1NC(=O)CCCC(=O)c1ccccc1	-1.3%	i	55.4	-1.2%	6.0%	8.9%	-1.7	90	0.0%	18.9%	8.1%
CCn1c(COc2cccc(C)c2)nnc1SCC(=O)Nc1cccc(C(=O)O)c1	-9.5%	i	29.4	0.5%	1.5%	1.9%	1.4	44	0.6%	-2.0%	2.9%
COc1ccc(/C=C/c2cc(=O)c3cc(Cl)ccc3o2)cc1	-5.1%	i	8.5	-1.2%	5.9%	-1.1%	9.5	51	2.2%[50 µM]	-4.2%	5.8%
CCOc1cc(/C=C2/SC(=Nc3ccccc3)N(Cc3cccnc3)C2=O)ccc1OCC#N	-1.1%	i	22.0	1.2%	0.3%	11.4%	5.2	50	0.0%	-2.2%	8.8%
NNC(=O)c1n[nH]c2c1CC(C1CCCCC1)CC2 (stereo not given)	9.9%	i	40.9	.	-4.4%	5.0%	4.1	89	0.0%	-9.5%	8.8%

For reference, some entries already given:
SMILES	Dengue-2 NS5 capping	T cell HTS	T cell HTS vesicle-bound %	West Nile antiviral	RSV antiviral HEp-2	MgcRacGAP inhibition	NTR1 ag	NTR1 ag cell count 20 µM	UTI89 phage lysis	PhoP inhibition	Large T inhibition
CCn1c(COc2cccc(C)c2)nnc1SCC(=O)Nc1cccc(C(=O)O)c1	-9.5%	i	29.4	0.5%	1.5%	1.9%	1.4	44	0.6%	-2.0%	2.9%
COc1ccc(/C=C/c2cc(=O)c3cc(Cl)ccc3o2)cc1	-5.1%	i	8.5	-1.2%	5.9%	-1.1%	9.5	51	2.2%[50 µM]	-4.2%	5.8%
CCOc1cc(/C=C2/SC(=Nc3ccccc3)N(Cc3cccnc3)C2=O)ccc1OCC#N	-1.1%	i	22.0	1.2%	0.3%	11.4%	5.2	50	0.0%	-2.2%	8.8%
NNC(=O)c1n[nH]c2c1CC(C1CCCCC1)CC2 (stereo not given)	9.9%	i	40.9	.	-4.4%	5.0%	4.1	89	0.0%	-9.5%	8.8%

Screening results as filed in PubChem.
